Screens deposited in PubChem BioAssay by National Center for Advancing Translational Sciences (NCATS).
uPA surface inh – cell surface uPA generation inhibition; cell surface uPA generation assay, qHTS; Potency, µM (titrated, usually from 38.3 µM), for inactives: at the highest dose activity change, negative = inhibition, hits mostly inhibitors; 0.31% of 330,000 active; active = well fitted inhibition curve with a large enough effect; inconclusive = small, poorly fitted or top-dose-only effect; inactive = no such curve, though single readings can be large or run the other way; tested in mouse RAW 264.7 cells; note: potency is the fitted concentration of half-maximal effect; nearly all actives have a fitted effect of over 55% in size
KCNH2 WT inh – blocks the wildtype human KCNH2 potassium channel. Q12809. 0.37% of 340,000 active. U2OS, BacMam KCNH2, thallium flux FluxOr; active compounds read low. activity change, % at 1.84 µM;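 active = maximum activity change below -70%; inconclusive = maximum activity change between -70% and -50%; inactive = maximum activity change above -50%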
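U2OS cells transduced with wild-type KCNH2 virus are loaded with FluxOr dye for 45 min, and thallium flux is measured in kinetic reads before and after stimulation buffer. Rate constants are normalized to DMSO controls.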
GALK inh – inhibitors of human galactokinase. AID 1868. Potency, µM (top dose mostly 57.5 µM), for the others: top-dose activity change, negative = inhibition, usual class: inhibitors. 0.007% of 270,000 active. P51570. Purified GALK, Kinase-Glo residual ATP luminescence; note: potency is the fitted concentration of half-maximal effect
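Galactose (100 uM) and ATP (35 uM) were turned over by 5 nM GALK for 1 h at RT. Kinase-Glo Plus then converted the remaining ATP into a luminescent signal.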
Giardia kill – Giardia lamblia killing; Giardia lamblia trophozoite viability; activity change, % at 7.66 µM, hits read low; 0.15% of 340,000 active; AID 540267; in the data active = activity change below about -80%; inconclusive = between about -30% and that limit;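 note: parasites exposed to compound for two days anaerobically before the ATP read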
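Luminescent ATP signal served as the viability read-out, measured 15-30 min after adding ATP detection reagent to trophozoites that had been incubated with compounds for 48 hrs at 37 deg C anaerobically at 100 cells/well.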
Eya2 inh – blocks the phosphatase activity of human Eya2; recombinant Eya2, OMFP fluorescence dephosphorylation (OMFP is methylfluorescein phosphate); Potency, µM (series often up to 76.9 µM), for the others: at the highest dose activity, negative = inhibition, hits mostly inhibitors; 0.006% of 330,000 active; AID 488837; note: potency is the fitted concentration of half-maximal effect
Target sequence (O00167 whole entry, looked up): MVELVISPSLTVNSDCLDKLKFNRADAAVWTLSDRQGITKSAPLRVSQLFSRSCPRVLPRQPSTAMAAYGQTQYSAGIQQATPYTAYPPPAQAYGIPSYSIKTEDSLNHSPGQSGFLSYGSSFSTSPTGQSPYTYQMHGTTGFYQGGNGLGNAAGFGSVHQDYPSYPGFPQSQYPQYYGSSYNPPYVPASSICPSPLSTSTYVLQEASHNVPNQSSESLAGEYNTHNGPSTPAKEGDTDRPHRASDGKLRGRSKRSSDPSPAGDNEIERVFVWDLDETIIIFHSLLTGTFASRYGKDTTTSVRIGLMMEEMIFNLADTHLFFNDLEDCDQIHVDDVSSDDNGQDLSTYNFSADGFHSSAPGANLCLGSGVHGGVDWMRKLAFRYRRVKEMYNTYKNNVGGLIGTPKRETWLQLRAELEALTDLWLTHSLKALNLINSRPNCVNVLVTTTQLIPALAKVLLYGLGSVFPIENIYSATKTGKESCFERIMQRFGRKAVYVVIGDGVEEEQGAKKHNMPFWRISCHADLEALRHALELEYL
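Eya2 protein (added as 0.2 uM solution) was preincubated with compound for 10 min at ambient temperature in 50 mM HEPES pH 7.5, 50 mM NaCl, 5 uM MgCl2, 0.05% BSA, 1 mM DTT. OMFP (added at 50 uM) then reacted 10 min; fluorescence read at 485/525 nm.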
PKM2 activator – PKM2 (human) enzyme activation; AID 1631; purified PKM2, Kinase-Glo ATP luminescence, activation; response scale: 0% is enzyme alone, no compound; P14618; 0.34% of 260,000 active; Potency, µM (doses to about 57.5 µM), for inactives: at the top dose activation, actives largely listed as activators; note: potency is the fitted concentration of half-maximal effect; nearly all actives have a fitted effect of over 55% in size
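ATP formation by purified human PK-M2, quantified via coupled luciferase luminescence after 1 h at room temperature with 0.1 mM ADP and 0.5 mM PEP final.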
KCNH2 3.1 block – blocks the human KCNH2 3.1 channel isoform. U2OS KCNH2 3.1, thallium flux FluxOr; active compounds read low. activity change, % (tested at about 1.8 µM). 0.95% of 340,000 active. AID 720553;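 active = maximum activity change below -70%; inconclusive = maximum activity change from -70% to -50%; inactive = maximum activity change above -50%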;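 note: thallium influx rate constant from kinetic fluorescence after stimulation buffer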
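FluxOr-based Tl+ influx in U2OS cells transduced with KCNH2 3.1 virus; rate constants normalized to DMSO controls.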
BCR signal inh – blocks chronic active B-cell receptor signaling; Potency, µM (titrated, usually from 46.1 µM), for the others: at the top dose ratio change, negative = lower green/red ratio, actives largely listed as inhibitors; ABC-DLBCL IkBa-CBG/CBR reporter, luminescence ratio, 4 h; 0.05% of 340,000 active; active = well fitted inhibition curve with a large enough effect in the signal ratio, with a control signal flat, not every such curve was filed as active; inconclusive = small, poorly fitted or top-dose-only effect, or effect the other way, or a change in a side signal; the % refers to the signal ratio;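 note: potency is the fitted concentration of half-maximal effect; plate controls were basal doxycycline-induced cells for no effect and cells given 10 µM MG132 for full effect; MG132 reads +100%, hits lower the ratio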
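TMD8 human ABC-DLBCL cells with doxycycline-inducible IκBα–green luciferase fusion and unfused red luciferase, in 0.5% FBS medium; compounds up to 46 uM, 4 h at 37C. Green/red luminescence ratio, filter-overlap corrected, fitted to concentration-response curves.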
B2AR arrestin – beta2AR (human) beta-arrestin recruitment activity; P07550; beta-arrestin recruitment to beta2AR, cell-based reporter; Potency, µM (top dose mostly 46.1 µM), for the others: at the highest dose activation, actives largely listed as activators; 0.02% of 330,000 active; AID 492947;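 note: potency is the fitted concentration of half-maximal effect; 0% = DMSO controls and full agonism = EC100 isoproterenol or metaproterenol; nearly all actives have a fitted effect of over 65% in size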
Target sequence (P07550 whole entry, looked up): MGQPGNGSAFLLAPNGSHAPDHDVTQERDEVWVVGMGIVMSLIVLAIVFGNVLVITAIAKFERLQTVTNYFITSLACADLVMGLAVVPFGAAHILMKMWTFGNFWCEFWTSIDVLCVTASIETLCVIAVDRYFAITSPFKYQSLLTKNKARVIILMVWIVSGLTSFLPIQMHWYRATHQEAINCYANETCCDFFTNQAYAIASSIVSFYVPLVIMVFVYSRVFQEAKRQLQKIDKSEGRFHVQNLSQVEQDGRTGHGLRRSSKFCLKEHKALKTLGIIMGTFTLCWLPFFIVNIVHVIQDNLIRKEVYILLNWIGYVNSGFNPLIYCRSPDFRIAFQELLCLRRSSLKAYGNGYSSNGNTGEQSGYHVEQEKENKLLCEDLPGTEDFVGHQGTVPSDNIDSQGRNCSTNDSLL
USP2a block – inhibitors of human ubiquitin-specific protease USP2a; O75604; USP2 core, Ub-CHOP2 coupled fluorogenic reporter, 485/531; Potency, µM (top dose mostly 38.3 µM), for inactives: at the top dose activity change, negative = inhibition, hits mostly inhibitors; 0.01% of 330,000 active; AID 463254;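 note: potency is the fitted concentration of half-maximal effect; plate controls were DMSO wells for no effect and full inhibition by NEM control for full effect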
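Deubiquitinase activity read as fluorescence (485/531 nm) after Ub-CHOP2 cleavage activates the enterokinase reporter on its substrate; USP2 core 10nM, Ub-CHOP2 and substrate 25nM each, 30min compound preincubation then 60min RT; data normalized to NEM, curves fitted.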
FBPA coupling cs – coupling enzyme interference in Giardia aldolase counter-screen | coupling enzyme system counterscreen, AmpLite Red fluorescence | activity change, negative = inhibition, % at 58.2 µM, hits read low | 0.67% of 290,000 active; in the data active = activity change below about -30%
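Final compound at 57.5 uM, incubated 10 min at RT with coupling enzyme reagent (glyceraldehyde-3-phosphate), then 20 min with substrate and AmpLite Red detection. Fluorescence read at 525/598 nm; tests interference with the coupling assay, not aldolase inhibition.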
* marks the source's active call; other numbers are inactive results; ? = inconclusive; / = no result given; [ ] = remark or other dose. Unless noted, calls come from the whole dose curve; as a rule, active = well fitted curve in the direction sought with a large enough effect; inconclusive = small, poorly fitted or top-dose-only effect, or another doubt; inactive = no such curve, though single readings can be large; an effect the other way counts as inactive or inconclusive. Unless noted, % is set by controls: 0 for no effect and ±100 for the full control effect.

SMILES	uPA surface inh	KCNH2 WT inh	GALK inh	Giardia kill	Eya2 inh	PKM2 activator	KCNH2 3.1 block	BCR signal inh	B2AR arrestin	USP2a block	FBPA coupling cs
CCOC(=O)C1CCCCN1Cc1ccc(C(F)(F)F)cc1 (stereo unspecified)	6%	-6	1%	8	-19%	-5%	3	-1%	0.2%	0%	0
CC(OC(=O)Cn1cnc2c1c(=O)n(C)c(=O)n2C)C(=O)NCc1ccccc1 (stereo unspecified)	2%	11	/	9	-15%	/	-3	-3%	0.0%	0%	/
CCC(=O)N1N=C(c2cccs2)CC1c1ccc(C)cc1 (stereo unspecified)	1%	-1	/	-3	2%	/	-5	1%	0.2%	1%	0
O=C(CCc1ccc(O)cc1)N/N=C/c1coc2ccccc2c1=O	8%	-1	0%	8	4%	-4%	7	-8%	-0.8%	2%	3
CCc1ccccc1NC(=O)c1cnccn1	0%	6	-2%	-3	10%	-1%	-1	-6%	-0.4%	0%	1
Cc1ccc(C)c(N(CC(=O)NC2CCCC2)S(=O)(=O)c2ccccc2)c1	13%	4	-2%	-3	3%	12%	-1	1%	-0.1%	-7%	/
CCOCCCNc1nc2c(-c3ccccc3)nnn2c2ccccc12	13%	-27	/	?	-1%	-4%	-4	?	-1.7%	2%	1
Cc1cnc(C(=O)OCC(=O)Nc2cc(-c3ccccc3)nn2-c2ccccc2)cn1	14%	-3	/	-8	9%	/	-13	3%	-1.0%	1%	/
COc1ccccc1N1CC(C)(C)C(=O)N(C(=O)c2ccc(Cl)cc2)C1=S	?	1	-3%	-8	8%	4%	10	9%	-1.2%	7%	-3
O=C(Nc1ccc(N2CCN(C(=O)c3ccc(Cl)cc3)CC2)cc1)c1cc2ccccc2o1	/	-117*	-1%	-15	13%	-4%	-111*	0%	0.1%	0%	0
O=[N+]([O-])c1ccc(/C=N/Nc2cc(Cl)nc(-c3ccccc3)n2)cc1	7%	-19	-4%	-14	1%	3%	-23	-1%	0.4%	1%	/
CC1=CC=CC2=NC(=O)CC(C)(C(=O)N(CC(=O)NC(C)C)C3CCCC3)N12 (stereo unspecified)	4%	-11	4%	0	0%	-1%	0	4%	-0.1%	1%	2

3 of the entries above in order of the uPA surface inh value, rising:
Molecule | uPA surface inh
CCC(=O)N1N=C(c2cccs2)CC1c1ccc(C)cc1 (stereo unspecified) | 1%
O=C(CCc1ccc(O)cc1)N/N=C/c1coc2ccccc2c1=O | 8%
Cc1ccc(C)c(N(CC(=O)NC2CCCC2)S(=O)(=O)c2ccccc2)c1 | 13%

Remaining list, next part:
SMILES	uPA surface inh	KCNH2 WT inh	GALK inh	Giardia kill	Eya2 inh	PKM2 activator	KCNH2 3.1 block	BCR signal inh	B2AR arrestin	USP2a block	FBPA coupling cs
CCCn1c(N2CCN(C(=O)Nc3ccccc3)CC2)nc2ccccc21	/	10	2%	2	1%	-3%	-105*	?	0.2%	1%	2
COC(=O)C1(C)NC(c2ccc(F)cc2)C2C(=O)N(c3ccc(C)cc3)C(=O)C21 (stereo unspecified)	6%	-10	-1%	-4	-1%	-6%[11.5 µM]	5	2%	-0.3%	0%	-2
CC(C)N(Cc1ccccc1)C(=O)CCc1ccccc1	4%	2	-1%	6	3%	-3%	-1	4%	-0.1%	7%	0
CC1Cc2ccccc2N1C(=O)COC(=O)CSc1ccc(F)cc1 (stereo unspecified)	-7%	15	/	-6	12%	/	-7	0%	0.1%	0%	/
CCN1C(=O)CSC1=NC12CC3CC(CC(C3)C1)C2	-5%	-33	-4%	-2	6%	10%	-14	12%	-0.8%	0%	1
COc1ccccc1CNC(=O)C1CCN(c2nc3ccccc3o2)CC1	/	-4	-1%	3	-38%	-4%	-47	-1%	-0.2%	-2%	1
Cc1nc2scc(C)n2c(=O)c1S(=O)(=O)NCc1ccccc1Cl	-23%	-2	9%	12	7%	/	11	9%	-1.0%	-3%	/
COc1ccc(/C=N/NC(C)(C)C)c(OC)c1	-3%	6	11%	-9	7%	1%	-5	1%	-0.1%	0%	-6
Cn1cccc1/C=C1\SC(=O)N(c2ccc(O)cc2)C1=O	1%	10	0%	-17	5%	5%	-38	?	-0.3%	11%	2
CCCn1c(SCC(=O)Nc2nnc(-c3ccccc3)s2)nnc1-c1ccccn1	-1%	-8	-1%	-8	6%	5%	11	11%	-0.3%	4%	1
CCOc1cc(/C=N/O)ccc1OCc1ccc([N+](=O)[O-])cc1	0%	0	0%	3	2%	9%	1	?	-1.9%	1%	-13
O=C(CNC(=O)c1ccc(Cl)cc1)NCC(F)(F)F	2%	2	2%	0	8%	3%	-14	-4%	-0.3%	1%	4
O=C(NN1C(=O)C2C3C=CC([C@H]4CC34)[C@@H]2C1=O)c1ccc(Br)cc1 (stereo partly specified)	1%	1	1%	-7	24%	-12%	7	9%	-0.4%	-2%	-1
CCc1cccc(NC(=O)c2cnn(-c3ccccc3)c2C)c1	?	-3	-1%	-3	8%	2%[11.5 µM]	-30	?	-0.5%	1%	-11
COc1ccc(C2Sc3nncn3N2Cc2ccc(C#N)cc2)cc1 (stereo unspecified)	0%	-16	-1%	-5	25%	4%	24	?	0.5%	-1%	5
O=c1cc2c(nn1Cc1cccc(Cl)c1)-c1ccccc1CC2	5%	-11	-2%	8	6%	-3%	-16	?	0.1%	-7%	2
O=C(CSc1nc2ccccc2n1CCc1ccccc1)NC1CCS(=O)(=O)C1 (stereo unspecified)	2%	7	-3%	5	6%	12%	-8	-9%	0.0%	-1%	-6
CN(C)c1ccc(P(=O)(OC2CCCCC2)C(O)c2cccnc2)cc1 (stereo unspecified)	-1%	2	4%	10	-1%	4%	8	0%	-1.2%	1%	4
Nc1c(Cl)c(Cl)nc(C(=O)OCC(=O)NCc2ccccc2)c1Cl	8%	-1	/	-16	3%	/	-1	0%	-0.4%	-1%	/
CCSC1=N/C(=C\c2ccc(OC)cc2)C(=O)N1	3%	-16	-2%	-14	-16%	-6%	6	?	0.0%	-5%	-1
CCCc1cc(=O)oc2cc(C)cc(OCC(=O)NC(Cc3c[nH]c4ccc(O)cc34)C(=O)O)c12 (stereo unspecified)	-1%	-2	/	-2	2%	-1%	-7	0%	-0.8%	-1%	1
O=C(NC1CCN(C(=O)NC2CCCCC2)CC1)c1ccco1	2%	1	7%	3	12%	-3%	11	-3%	0.2%	0%	3
CSc1ccccc1C(=O)C1CCCN(C(=O)c2ccc(N3CCOCC3)cc2)C1 (stereo unspecified)	-2%	0	6%	-15	-1%	0%	4	-6%	0.5%	-1%	1
CCc1c(C)nc(SCC(=O)c2cccs2)c(C#N)c1C	-15%	1	1%	1	15%	-7%	15	?	0.1%	5%	-3

Two records picked at random from the list so far, as already listed:
SMILES	uPA surface inh	KCNH2 WT inh	GALK inh	Giardia kill	Eya2 inh	PKM2 activator	KCNH2 3.1 block	BCR signal inh	B2AR arrestin	USP2a block	FBPA coupling cs
CCN1C(=O)CSC1=NC12CC3CC(CC(C3)C1)C2	-5%	-33	-4%	-2	6%	10%	-14	12%	-0.8%	0%	1
COc1ccc(C2Sc3nncn3N2Cc2ccc(C#N)cc2)cc1 (stereo unspecified)	0%	-16	-1%	-5	25%	4%	24	?	0.5%	-1%	5

(more compounds)
SMILES	uPA surface inh	KCNH2 WT inh	GALK inh	Giardia kill	Eya2 inh	PKM2 activator	KCNH2 3.1 block	BCR signal inh	B2AR arrestin	USP2a block	FBPA coupling cs
CCCCc1c(C)nc2ccccc2c1SCCC#N	-3%	2	-1%	-27	-10%	-1%	/	0%	-0.4%	0%	0
Cc1ccc(C(=O)Nc2ccc(NC(=O)c3cccs3)cc2)cc1[N+](=O)[O-]	-3%	-8	1%	0	5%	9%	-17	?	-0.6%	0%	3
COc1ccc(NC(=O)CN2C(=O)/C(=C3\SC(=S)N(C4CCS(=O)(=O)C4)C3=O)c3ccccc32)cc1 (stereo unspecified)	6%	2	/	18	3%	-5%	-4	6%	-0.8%	-6%	1
O=C1c2ccccc2C(=O)c2c1cccc2N1CCOCC1	-8%	-5	0%	-8	-2%	3%	9	5%	-0.2%	-1%	-7
Cc1ccc(-c2csc(/C(C#N)=C/Nc3ccccc3SC(F)(F)F)n2)c(C)c1	14%	1	0%	-29	-1%	4%	2	-13%	-0.3%	3%	0

Record cards, as listed above. Order of values: uPA surface inh	KCNH2 WT inh	GALK inh	Giardia kill	Eya2 inh	PKM2 activator	KCNH2 3.1 block	BCR signal inh	B2AR arrestin	USP2a block	FBPA coupling cs
Listed for `COc1ccc(NC(=O)CN2C(=O)/C(=C3\SC(=S)N(C4CCS(=O)(=O)C4)C3=O)c3ccccc32)cc1` (stereo unspecified) → 6%	2	/	18	3%	-5%	-4	6%	-0.8%	-6%	1
Listed for `CCCCc1c(C)nc2ccccc2c1SCCC#N` → -3%	2	-1%	-27	-10%	-1%	/	0%	-0.4%	0%	0

Hits appear at their usual frequency, and some 2.4% of all compounds hit somewhere here.
